a7 integrin act – qHTS for Activators of Integrin-Mediated Alleviation for Muscular Dystrophy; 0.064% of 350,000 active; Potency, µM (highest dose often 38.3 µM), for the others: at the top dose activation, hits mostly activators; AID 624291, 2012; alpha7betagal myoblasts, beta-gal FDG fluorescence, 48 h;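 note: potency is the fitted concentration of half-maximal effect; 100% = response of the positive control SU9516; nearly all actives have a fitted effect of over 60% in size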
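Alpha7betagal+/- myoblasts (passage 13) were plated 16-24 hr, then exposed to compounds (1:260 dilution of DMSO stock) for 48 hours at 37C. After MPER lysis, β-galactosidase reporter activity was read as FDG fluorescence (ex 480/em 540) after 30 minutes.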
KCNH2 WT inh – qHTS for Inhibitors of KCHN2 3.1: Wildtype qHTS; 0.37% of 340,000 active; activity change, % at 1.84 µM; U2OS, BacMam KCNH2, thallium flux FluxOr; active compounds read low;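 active = maximum activity change below -70%; inconclusive = maximum activity change between -70% and -50%; inactive = maximum activity change above -50%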; note: % is set by controls: 0 for no effect and ±100 for the full control effect
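U2OS cells transduced with wild-type KCNH2 virus are loaded with FluxOr dye for 45 min, and thallium flux is measured in kinetic reads before and after stimulation buffer. Rate constants are normalized to DMSO controls.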
MLL CXXC-DNA inh – qHTS Fluorescence Polarization Assay for Inhibitors of MLL CXXC domain - DNA interaction. MLL-CXXC / FITC-HOXA9 DNA fluorescence polarization. Potency, µM (series often up to 115 µM), without a hit: at the highest dose activity change, negative = inhibition, hits mostly inhibitors. Histone-lysine N-methyltransferase 2A (Homo sapiens), Q03164. 0.037% of 290,000 active; active = well fitted inhibition curve with a large enough effect in the polarisation, with a control signal flat, not every such curve was filed as active; inconclusive = small, poorly fitted or top-dose-only effect, or effect the other way, or a change in a side signal; inactive = no such curve, though single readings can be large or run the other way; the % refers to the polarisation; note: potency is the fitted concentration of half-maximal effect
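Purified MLL-CXXC (added from a 7 uM solution) was preincubated 5 min at ambient with pinned compounds in 50 mM Tris-HCl pH 7.5, 50 mM NaCl, 1 mM DTT, 0.05% BSA. Fluorescein-labeled HOX-A9 DNA (50 nM solution) followed, 30 min, then polarization read.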
GALK inh – qHTS Assay for Inhibitors of Human Galactokinase (GALK); P51570; Purified GALK, Kinase-Glo residual ATP luminescence; Potency, µM (doses to about 57.5 µM), for the others: top-dose activity change, negative = inhibition, most hits filed as inhibitors; 0.007% of 270,000 active; AID 1868, 2009; note: potency is the fitted concentration of half-maximal effect; % is set by controls: 0 for no effect and ±100 for the full control effect
Target sequence (P51570 whole entry, looked up): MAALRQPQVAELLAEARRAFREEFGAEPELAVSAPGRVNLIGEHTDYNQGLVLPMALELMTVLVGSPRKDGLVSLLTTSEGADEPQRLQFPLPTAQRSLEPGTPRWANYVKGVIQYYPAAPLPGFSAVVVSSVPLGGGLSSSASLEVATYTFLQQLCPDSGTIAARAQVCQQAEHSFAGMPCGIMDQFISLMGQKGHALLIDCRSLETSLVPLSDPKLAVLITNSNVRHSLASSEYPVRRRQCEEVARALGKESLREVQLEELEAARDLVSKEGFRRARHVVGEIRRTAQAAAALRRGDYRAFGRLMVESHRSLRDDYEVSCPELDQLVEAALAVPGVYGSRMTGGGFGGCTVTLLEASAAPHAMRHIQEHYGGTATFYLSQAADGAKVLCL
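Human GALK (5 nM) with 35 uM ATP and 100 uM galactose in 20 mM HEPES pH 8.0, 5 mM MgCl2, 60 mM NaCl, 1 mM DTT, 0.01% BSA. After 1 h at room temperature, leftover ATP was read by Kinase-Glo Plus luminescence.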
S-ASM inh – Inhibitors of Secretory Acid Sphingomyelinase (S-ASM): qHTS. Potency, µM (doses to about 57.5 µM), inactives show at the highest dose activity change, negative = inhibition, actives largely listed as inhibitors. Sphingomyelin phosphodiesterase (Homo sapiens), P17405. placental ASM, HMU-PC fluorogenic substrate, 60 min. AID 504937, 2011. 0.006% of 340,000 active; note: potency is the fitted concentration of half-maximal effect
Target sequence (P17405 47-631 limits assumed): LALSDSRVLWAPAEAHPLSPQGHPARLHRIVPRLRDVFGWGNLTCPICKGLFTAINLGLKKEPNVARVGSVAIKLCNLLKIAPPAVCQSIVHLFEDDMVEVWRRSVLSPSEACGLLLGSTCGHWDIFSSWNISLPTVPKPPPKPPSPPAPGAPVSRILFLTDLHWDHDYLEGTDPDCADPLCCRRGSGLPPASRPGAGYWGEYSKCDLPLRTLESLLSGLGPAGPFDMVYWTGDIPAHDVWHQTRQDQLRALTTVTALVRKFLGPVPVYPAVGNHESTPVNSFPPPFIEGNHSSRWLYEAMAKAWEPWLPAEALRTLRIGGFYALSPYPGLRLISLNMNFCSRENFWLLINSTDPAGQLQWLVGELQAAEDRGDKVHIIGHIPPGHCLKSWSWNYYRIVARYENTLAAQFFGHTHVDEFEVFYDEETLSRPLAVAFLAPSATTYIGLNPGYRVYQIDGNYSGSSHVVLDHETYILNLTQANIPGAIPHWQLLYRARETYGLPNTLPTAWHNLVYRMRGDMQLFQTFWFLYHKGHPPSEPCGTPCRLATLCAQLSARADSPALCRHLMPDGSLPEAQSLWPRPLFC
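Fluorescence read-out (Ex 386 nm, Em 447 nm) after stopping the reaction at pH 10. Enzyme: ASM from human placenta; substrate HMU-PC0, 9 uM final; 60 min, 37 °C. Compound preincubation 10 min, ambient temperature.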
AT treatment – qHTS Assay for Identifying a Potential Treatment of Ataxia-Telangiectasia; […] A-T fibroblasts, KAP-1 phosphorylation AlphaLISA; neocarzinostatin DNA damage 30 min before lysis; Potency, µM (doses to about 57.5 µM), for the others: at the highest dose activation, most hits filed as activators; 0.19% of 320,000 active; AID 485349, 2010; note: potency is the fitted concentration of half-maximal effect; % of control where 0% means no effect; nearly all actives have a fitted effect of over 45% in size
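ATM-like activity read as KAP-1 phosphorylation via AlphaLISA donor/acceptor antibody pairs after lysis and 6 hr at 25C. Cells were ATM-null patient fibroblasts ([…], hTERT), dosed 60 min, then exposed to the DSB inducer NCS for 30 min.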
KCNH2 3.1 inh – qHTS for Inhibitors of KCHN2 3.1: Mutant qHTS; Potassium voltage-gated channel subfamily H member 2, brain isoform KCNH2 3.1 (human); U2OS KCNH2 3.1, thallium flux FluxOr; active compounds read low; activity change, % (tested at about 1.8 µM); 0.95% of 340,000 active; AID 720553, 2013;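 active = maximum activity change below -70%; inconclusive = maximum activity change from -70% to -50%; inactive = maximum activity change above -50%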;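 note: thallium influx rate constant from kinetic fluorescence after stimulation buffer; % is set by controls: 0 for no effect and ±100 for the full control effect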
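U2OS cells transduced with KCNH2 3.1 mutant virus (1.77 x 10^8 /mL, 4 h), plated overnight at 37 C, loaded 45 min with FluxOr dye plus Red40 quencher. Thallium flux rate constant from kinetic reads after stimulation buffer, normalised to controls.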
TRPV1 agonist – HTS Assay for Compounds that Act as Agonists of the Vanilloid Receptor 1 | 0.19% of 320,000 active | TRPV1-expressing cells, Fluo-8 calcium influx, agonist mode | activation, % at 8.33 µM | AID 540275, 2011; in the data active = activation above about 80%; inconclusive = between about 30% and that limit; note: 0% is about no effect
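Cells expressing TRPV1 were dye-loaded with Fluo-8 and read kinetically: 10 s baseline, 3 min after compound (agonist portion), then 2 min after EC20 capsaicin (allosteric enhancer portion). Calcium-bound dye fluorescence at 480/520 nm.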
Coupling enz – qHTS Assay for Inhibitors of Fructose-1,6-bisphosphate Aldolase from Giardia Lamblia: Coupling assay counterscreen; coupling enzyme system counterscreen, AmpLite Red fluorescence; activity change, negative = inhibition, % at 58.2 µM, hits read low; 0.67% of 290,000 active; AID 2472, 2010; in the data active = activity change below about -30%; note: % is set by controls: 0 for no effect and ±100 for the full control effect
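First, compound is pin-transferred into glyceraldehyde-3-phosphate coupling-enzyme reagent at 57.5 uM final and held 10 min at RT. Next, substrate, coupling system and AmpLite Red are added. After 20 min RT, fluorescence (525/598 nm) is read.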
MBNL1 CUG block – qHTS Assay for Inhibitors of MBNL1-poly(CUG) RNA binding | Potency, µM (titrated, usually from 57.5 µM), inactives show top-dose activity change, negative = inhibition, actives largely listed as inhibitors | 0.036% of 280,000 active | TR-FRET MBNL1-His/biotin-(CUG)12 binding, 665/545 ratio; active = well fitted inhibition curve with a large enough effect in the signal ratio, with a control signal flat, not every such curve was filed as active; inconclusive = small, poorly fitted or top-dose-only effect, or effect the other way, or a change in a side signal; inactive = no such curve, though single readings can be large or run the other way; the % refers to the signal ratio; note: potency is the fitted concentration of half-maximal effect; % is set by controls: 0 for no effect and ±100 for the full control effect
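Compounds (final 92 nM to 58 uM) are added to His-tagged MBNL1 and biotin-(CUG)12, then terbium anti-His antibody and streptavidin-XL665 (5 nM final). After 60 min at room temperature, the 665/545 nm ratio is read.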
The depositor's hits bear a star; ? = inconclusive; / = no result given; [ ] = remark or other dose. Unless noted, calls come from the whole dose curve; as a rule, active = well fitted curve in the direction sought with a large enough effect; inconclusive = small, poorly fitted or top-dose-only effect, or another doubt; inactive = no such curve, though single readings can be large; an effect the other way counts as inactive or inconclusive. Compounds as they come, and some 2% of all compounds hit somewhere here.

SMILES | a7 integrin act | KCNH2 WT inh | MLL CXXC-DNA inh | GALK inh | S-ASM inh | AT treatment | KCNH2 3.1 inh | TRPV1 agonist | Coupling enz | MBNL1 CUG block
Cn1nc(N)c2c(-c3ccc(Cl)cc3)c(C#N)c(N)nc21 | -13% | -5 | -4% | 2% | -5% | -7% | 7 | -7 | 2 | ?
CCOC(=O)Cc1csc(NC(=O)Cc2ccccc2[N+](=O)[O-])n1 | 9% | -10 | 1% | -2% | -1% | -6% | 0 | -1 | -4 | 19%
CC(C)NC(=O)Nc1n[nH]c(Nc2ccc(Cl)cc2)n1 | -9% | -1 | 4% | / | 0% | 0% | 10 | -2 | 1 | 5%
Cc1cccc(C)c1N=Cc1c(C(F)(F)F)[nH][nH]c1=O | -10% | -5 | 15% | -1% | 2% | -2% | -2 | 0 | 0 | -1%
O=C1C(=Cc2ccco2)CCC1=Cc1ccco1 | -37% | -11 | / | / | -18% | / | 2 | / | / | /
CCCCCCCN(C(=O)CCl)c1ccccc1C | 0% | 9 | 4% | 0% | 0% | 5% | -1 | 0 | -2 | -4%
Cc1c(NC(=O)CCC(=O)N2CCCCC2)c(=O)n(-c2ccccc2)n1C | -2% | -3 | 14% | 0% | 0% | -11% | 14 | -1 | 0 | 3%
CN1CCN(C2CC(=O)N(Cc3ccc(N4CCCC4=O)cc3)C2=O)CC1 (stereo not given) | -5% | -1 | 5% | 1% | 2% | -4% | / | -1 | / | 13%
C=CCn1c(SCc2nnc(-c3ccccc3)o2)nnc1C(O)c1ccccc1 (stereo not given) | -12% | -1 | 12% | 2% | -2% | -8% | 8 | -1 | 1 | 7%
CC(=O)Nc1cc2c(cc1Cl)-c1ccc(F)cc1C2O (stereo not given) | 0% | 1 | / | / | 2% | / | -11 | / | / | /
COC(=O)C1=C(C)N(CC2CCCO2)C(=O)C1 (stereo not given) | -11% | -7 | -2% | 0% | -3% | 2% | 8 | -1 | -7 | 7%
O=C(NC1CC1)C1CCN(C2CCN(C(=O)c3ccc4cccc(F)c4n3)CC2)CC1 | -13% | -5 | 4% | -1% | 4% | 6%[11.5 µM] | 2 | -1 | 2 | 0%
Cc1ncc(CO)c(/C=N/N=C/c2ccccc2O)c1O | -2% | -29 | 6% | 0% | 26% | 3% | 12 | -1 | -1 | ?
CCCCN1C(=O)Nc2ccccc2S1=O (stereo not given) | -2% | 3 | 0% | 2% | -1% | 5% | -15 | 0 | 2 | -2%
O=C(NCC1CCCO1)c1ccc2c(=O)n(Cc3ccc(Cl)cc3)c(=S)[nH]c2c1 (stereo not given) | 4% | 8 | 2% | 3% | -4% | -2% | -2 | -3 | 4 | 0%
Cc1ccnc(NC(=O)Cn2ccc([N+](=O)[O-])n2)c1 | -14% | -16 | 13% | 2% | 9% | 2% | -9 | 0 | 0 | 15%
CC(CNS(=O)(=O)c1ccccc1)(c1ccccc1)N1CCOCC1 (stereo not given) | -10% | -3 | 2% | 0% | 2% | 0% | -1 | 1 | 1 | -18%
COc1ccc(-c2cc(-c3ccccc3)nc3ncnn23)cc1 | 0% | 22 | 0% | 1% | 60%[activator] | 6% | 2 | ? | -1 | 53%[activator]
Cc1ccc(C)c(S(=O)(=O)N2CCC3(CC2)OCCN3S(=O)(=O)c2cccs2)c1 | -2% | -3 | / | / | 0% | 8% | -4 | 3 | / | /
CCNC(=O)CN(c1ccc(C)cc1)S(=O)(=O)c1ccc(SC)cc1 | 7% | -2 | -3% | 0% | 4% | -6% | -10 | 0 | 3 | -4%
O=C(Cc1ccc(F)cc1)N1CCN(c2ccc(F)cc2)CC1 | 1% | 1 | -1% | 6% | 8% | 5% | -7 | ? | 1 | -6%
CC(OC(=O)CN1C(=O)c2ccccc2C1=O)C(=O)NCc1ccccc1 (stereo not given) | 24% | 15 | -3% | 1% | / | -5% | 19 | 3 | / | 18%
c1csc(-c2nc(-c3ccc(-c4ccon4)s3)no2)c1 | 0% | 1 | 4% | 0% | 6% | 0% | -2 | -2 | 2 | 30%
NC(=O)c1ccsc1NC(=O)COC(=O)C1CC2CCCC(C1)C2=O (stereo not given) | -4% | 2 | 19% | / | -1% | 1% | 13 | 2 | 1 | 0%
COc1ccccc1NC(=O)C(CC(C)C)NC(=O)C1CCCCC1 (stereo not given) | 16% | 1 | -1% | 1% | 1% | / | -23 | ? | 1 | -10%
O=C(COC(=O)c1ccccc1O)Nc1cc([N+](=O)[O-])ccc1Cl | 11% | 4 | 1% | 4% | 2% | 0% | 1 | 1 | 4 | /
Nc1cc(=O)[nH]c(SCc2cccc(Cl)c2)n1 | -7% | 7 | 5% | 4% | -1% | 6% | 9 | -4 | 0 | 2%
CCOC(=O)CN1C(=O)N[C@@H](c2ccccc2)[C@@H](C(=O)OC)[C@H]1C | 12% | 6 | / | / | -4% | / | 12 | / | -2 | /
COc1ccc(NC2CCCN(C(=O)CCN3CCCC3=O)C2)cc1OC (stereo not given) | 13% | 1 | 0% | -1% | 4% | 8% | 3 | -4 | -17 | 5%
COc1cc(/C=N/NC(=O)CNC(=O)c2ccncc2)ccc1OC(C)=O | 27% | 2 | -5% | -6% | 10% | 4% | -2 | -1 | / | -1%

Whole records as entered above. Order of values: a7 integrin act	KCNH2 WT inh	MLL CXXC-DNA inh	GALK inh	S-ASM inh	AT treatment	KCNH2 3.1 inh	TRPV1 agonist	Coupling enz	MBNL1 CUG block
Nc1cc(=O)[nH]c(SCc2cccc(Cl)c2)n1 is entered as -7%	7	5%	4%	-1%	6%	9	-4	0	2%
CCOC(=O)Cc1csc(NC(=O)Cc2ccccc2[N+](=O)[O-])n1 is entered as 9%	-10	1%	-2%	-1%	-6%	0	-1	-4	19%

(next part)
SMILES | a7 integrin act | KCNH2 WT inh | MLL CXXC-DNA inh | GALK inh | S-ASM inh | AT treatment | KCNH2 3.1 inh | TRPV1 agonist | Coupling enz | MBNL1 CUG block
CCOc1ccc(S(=O)(=O)NC(=O)c2ccccc2)cc1 | 23% | -18 | 10% | -6% | 5% | 9% | 1 | 1 | / | -1%
CCOC(=O)C1CCN(Cc2ccc(OCc3ccccc3)c(OC)c2)CC1 | -11% | 4 | -13% | -3% | -2% | 0% | -17 | 1 | 2 | 3%
Cc1ccc[n+](CC(=O)Nc2c(Cl)cc(Cl)cc2Cl)c1 | 6% | 28 | -18% | -3% | 3% | 1% | 0 | 3 | -5 | 7%
O=C(CN(c1ccccc1)S(=O)(=O)c1ccccc1[N+](=O)[O-])N1CCCC1 | -18% | 3 | 8% | 10% | -4% | -6% | -5 | -2 | 2 | 6%
CC(Oc1cccc(F)c1)C(=O)/C=C\N(C)C (stereo not given) | -8% | -13 | 2% | -1% | 1% | / | 8 | -1 | -2 | -16%
C=CCOc1c(Cl)cc(CNc2ccc(C)c(Cl)c2)cc1OC | / | / | 6% | -1% | / | 1% | / | -2 | -1 | -2%
CCN(CC)S(=O)(=O)c1ccc(NC(=O)c2cc(-c3ccccc3)nc3ccccc23)cc1 | -2% | -2 | 7% | -5% | -3% | 4% | 2 | 3 | -6 | ?
O=C(Cc1ccccc1[N+](=O)[O-])NCc1ccc2c(c1)OCO2 | 27% | 0 | -1% | 2% | 2% | 1% | -11 | 2 | 0 | /
Cc1ccc(N2CC(C(=O)Nc3nnc(SCC(=O)Nc4nc(C)cs4)s3)CC2=O)cc1 (stereo not given) | 6% | 1 | -1% | 1% | -2% | 1% | -20 | 2 | 1 | /
O/N=C/c1ccccc1Oc1ccccc1 | -10% | 5 | -2% | 2% | 14% | -9% | -10 | -1 | 0 | -1%
O=C(COC(=O)/C=C/c1ccc(S(=O)(=O)N2CCc3ccccc32)cc1)NC1CCS(=O)(=O)C1 (stereo not given) | -43% | -2 | 9% | 0% | 0% | 1% | 3 | 0 | 1 | ?
CCC(=O)Nc1cccc2c1C(=O)N(C)C2=O | 16% | 4 | 15% | 0% | 3% | 3% | 1 | 0 | -5 | ?
O=C(CN1C(=O)C2CCCCC2C1=O)OCn1nnc2ccccc2c1=O (stereo not given) | 11% | -6 | -12% | -4% | 2% | -1% | 11 | -4 | 4 | 1%
CS(=O)(=O)N(CC(=O)N1CCOCC1)Cc1ccc(Cl)cc1 | 9% | -1 | -2% | 3% | 4% | 2% | 0 | 0 | 0 | 1%

High-throughput results deposited in PubChem BioAssay by National Center for Advancing Translational Sciences (NCATS).
